Compound activity as filed in PubChem.
IL1B secr inh: inflammasome signaling inhibition, IL-1 beta readout; 4.7% of 360,000 active; AID 743279; THP-1 LPS/ATP IL-1B secretion, AlphaLISA, 16 h; stronger effect = lower value; activity change, % at 57.5 µM; in the data active = activity change below about -50%; inconclusive = mostly about -30% to -49%; also: % is scaled to controls: 0 for no effect and ±100 for the full control effect
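Secreted IL-1B measured by AlphaLISA bead assay after 16 h compound exposure of THP-1 cells; compounds (final up to 57.5 uM) added 1 h before LPS (250 ng/mL) and ATP (1.25 mM) stimulation; lower signal means less secretion.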
GLP1R ag: agonists of human GLP-1 receptor; AID 624172; P43220; HEK293 GLP-1R CRE-luciferase, luminescence, 4-6 h; cells express a hypersensitive GLP-1R form; 0.007% of 380,000 active; Potency, µM (highest dose often 45.6 µM), for inactives: at the highest dose activation, actives largely listed as activators; also: potency is read from the fitted curve at half-maximal effect; % of control where 0% means no effect
Target sequence (P43220 whole entry, looked up): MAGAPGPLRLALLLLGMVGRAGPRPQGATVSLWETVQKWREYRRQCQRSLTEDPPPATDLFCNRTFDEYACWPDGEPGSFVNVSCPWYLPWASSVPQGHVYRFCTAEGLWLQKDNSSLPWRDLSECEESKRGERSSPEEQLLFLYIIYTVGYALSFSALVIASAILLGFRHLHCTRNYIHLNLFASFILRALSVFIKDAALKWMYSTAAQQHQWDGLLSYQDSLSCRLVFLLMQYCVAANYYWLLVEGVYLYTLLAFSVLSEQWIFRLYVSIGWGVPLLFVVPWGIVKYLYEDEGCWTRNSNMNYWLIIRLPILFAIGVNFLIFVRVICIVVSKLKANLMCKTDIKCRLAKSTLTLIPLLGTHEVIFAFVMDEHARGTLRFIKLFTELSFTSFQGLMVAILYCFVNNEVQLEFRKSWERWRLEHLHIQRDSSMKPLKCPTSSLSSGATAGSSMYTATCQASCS
SW480 rereplic: inducers of DNA re-replication in SW480 colon cancer cells; SW480 DNA re-replication, Hoechst DNA content imaging, 48 h; Potency, µM (highest dose often 46.1 µM), without a hit: top-dose re-replication activation, usual class: activators; 1.8% of 340,000 active; AID 624297; also: potency is read from the fitted curve at half-maximal effect; % of control where 0% means no effect; nearly all actives have a fitted effect of over 55% in size
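Per well, 250 cells were exposed to pinned compound for 48 hr. Nuclear DNA was visualised with Hoechst (40 min, 37 C) and total object intensity recorded by fluorescence scanning.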
KB-V1 cytotox: KB-V1 MDR subline cytotoxicity. 3.4% of 400,000 active. Potency, µM (top dose mostly 46.1 µM), for inactives: at the highest dose activity change, negative = cytotoxicity, hits mostly cytotoxic. KB-V1 MDR cells viability, CellTiter-Glo, 72 h; also: potency is read from the fitted curve at half-maximal effect; % is scaled to controls: 0 for no effect and ±100 for the full control effect; nearly all actives have a fitted effect of over 60% in size
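Drug-selected KB-V1 cells, grown in DMEM lacking phenol red with 10% FBS, receive compound titrations; after three days at 37 degrees C, surviving cell ATP is quantified by CellTiter-Glo luminescence and responses normalized and curve-fitted.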
DRD3 agonist: activates the human D3 dopamine receptor; P35462; D3R DiscoveRx beta-arrestin cells, luminescence, 90 min; max activation, %; 0.58% of 410,000 active; in the data active = max activation above about 30%; also: 0% is about no effect; mostly tested at two doses, the higher about 12 µM
Target sequence (P35462 whole entry, looked up): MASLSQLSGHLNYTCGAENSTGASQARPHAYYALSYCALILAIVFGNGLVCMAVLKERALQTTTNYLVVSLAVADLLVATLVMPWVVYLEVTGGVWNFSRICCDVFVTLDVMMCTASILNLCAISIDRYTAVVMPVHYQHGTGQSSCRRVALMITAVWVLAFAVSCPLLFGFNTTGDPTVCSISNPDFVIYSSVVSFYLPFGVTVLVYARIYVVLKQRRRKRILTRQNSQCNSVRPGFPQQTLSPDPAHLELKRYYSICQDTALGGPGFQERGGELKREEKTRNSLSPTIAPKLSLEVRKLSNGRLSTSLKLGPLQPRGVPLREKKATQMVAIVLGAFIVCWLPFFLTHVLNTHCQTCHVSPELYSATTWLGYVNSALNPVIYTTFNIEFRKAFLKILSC
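Agonist-mode cell screen: cells plated at 1500/well and incubated overnight at 37 °C, then exposed to library compounds for 90 min at 37 °C. Detection reagent was added for 30–60 min at room temperature, and luminescence was read.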
HT1080-NT tox: kills 2HG-producing HT-1080-NT fibrosarcoma cells; AID 686970; Potency, µM (titrated, usually from 46.1 µM), for inactives: at the highest dose activity, negative = less viability, most hits filed as cytotoxic; 1.6% of 360,000 active; HT-1080-NT fibrosarcoma viability, CellTiter-Glo ATP luminescence, 48 h;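 also: NT is the 2HG producing partner of a matched IDH1 knockdown line; potency is read from the fitted curve at half-maximal effect; 0% = DMSO-treated cells and -100% = media-only wells without cells; nearly all actives have a fitted effect of over 55% in size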
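Viability of the 2HG-overproducing fibrosarcoma line after 48 hours of compound exposure at 37 degrees C was determined by luminescence with CellTiter-Glo, and concentration-effect curves were then fitted and categorized.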
KB-3-1 tox: KB-3-1 parental cell cytotoxicity | KB-3-1 viability, CellTiter-Glo ATP luminescence, 72 h | Potency, µM (highest dose often 46.1 µM), inactives show top-dose activity change, negative = cytotoxic, usual class: cytotoxic | 1.4% of 400,000 active | AID 1347075; also: potency is read from the fitted curve at half-maximal effect; % is scaled to controls: 0 for no effect and ±100 for the full control effect; nearly all actives have a fitted effect of over 60% in size
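Multi-concentration cytotoxicity screen in KB-3-1 cells grown in DMEM lacking phenol red with 10% FBS. After 72 h at 37 °C with compound, ATP-dependent luminescence was recorded.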
HT1080 IDH1KD tx: toxicity to HT-1080 IDH1 knockdown cells (counter line); HT-1080 IDH1 knockdown viability, ATP luminescence, 48 h; Potency, µM (titrated, usually from 46.1 µM), inactives show at the highest dose activity, negative = toxicity, hits mostly cytotoxic; 2% of 360,000 active; AID 686971;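 also: potency is read from the fitted curve at half-maximal effect; 0% = DMSO wells and -100% = cell-free medium wells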
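HT-1080-IDH1KD cells (IDH1 knocked down), 750/well in RPMI with 5% FBS, treated with compound 48 h at 37 degrees C. Viability by CellTiter-Glo luminescence, normalised to DMSO and no-cell wells; concentration-response curves classed.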
D3 antag: D3 dopamine receptor (human) antagonism; P35462; D3R cells, DiscoveRx beta-arrestin luminescence, antagonist mode; stronger effect = lower value; max response, negative = inhibition, %; 2.5% of 360,000 active; in the data active = max response below about -50%; inconclusive = no clear call, values can overlap the other calls; also: % is scaled to controls: 0 for no effect and ±100 for the full control effect; mostly tested at two doses, the higher about 12 µM
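Cells expressing the human receptor were seeded at 1500 cells/well, incubated overnight at 37 degrees C in 5% CO2, then exposed to library compounds with dopamine controls for 90 minutes at 37 degrees C before luminescent detection.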
* hit, by the source's call; [ ] = dose if it differs, or a comment. Unless noted, calls follow the shape of the dose curve; as a rule, active = well fitted curve in the direction sought with a large enough effect; inconclusive = small, poorly fitted or top-dose-only effect, or another doubt; inactive = no such curve, though single readings can be large; an effect the other way counts as inactive or inconclusive.

Results for O=C(O)c1ccc2c(c1)C1C=CCC1C(c1ccncc1)N2 (stereo not given) ?
IL1B secr inh: 1; GLP1R ag: 2%; SW480 rereplic: -3%; KB-V1 cytotox: -7%; DRD3 agonist: -16; HT1080-NT tox: 12%; KB-3-1 tox: -4%; HT1080 IDH1KD tx: 4%; D3 antag: -5

What do the screens show for `Cn1ncc([N+](=O)[O-])c1C(=O)N1CCOCC1`?
IL1B secr inh: 40; GLP1R ag: -5%; SW480 rereplic: -1%; KB-V1 cytotox: 1%; DRD3 agonist: 2; HT1080-NT tox: -4%; KB-3-1 tox: -11%; HT1080 IDH1KD tx: 1%; D3 antag: 0

Results for COc1cc(/C=c2\sc3n(c2=O)C(c2ccccc2)C(c2ccccc2)=NN=3)ccc1O (stereo not given) ?
IL1B secr inh: inconclusive; GLP1R ag: -6%; SW480 rereplic: 6%; KB-V1 cytotox: -17%; DRD3 agonist: -9; HT1080-NT tox: -19%; KB-3-1 tox: -2%; HT1080 IDH1KD tx: -27%; D3 antag: -76*

What do the screens show for `O=C(c1ccc2c(c1)[nH]c(=S)n1c3ccccc3nc21)N1CCN(c2cccc(Cl)c2)CC1`?
IL1B secr inh: 12; GLP1R ag: -2%; SW480 rereplic: inconclusive; KB-V1 cytotox: inconclusive; DRD3 agonist: 0; HT1080-NT tox: 0%; KB-3-1 tox: inconclusive; HT1080 IDH1KD tx: -15%; D3 antag: 8

How did COc1ccc(N(C)S(=O)(=O)c2cccc(C(=O)OCC(=O)Nc3cc(C)ccc3OC)c2)cc1 do in these assays?
IL1B secr inh: -23; GLP1R ag: -2%; KB-V1 cytotox: 14%; DRD3 agonist: 2; HT1080-NT tox: -1%; KB-3-1 tox: 0%; HT1080 IDH1KD tx: 3%; D3 antag: 122

How did COc1ccc(OC)c(-c2csc(NC(=O)c3ccc4c(c3)OCO4)n2)c1 do in these assays?
IL1B secr inh: -3; GLP1R ag: 10%; SW480 rereplic: 0%; KB-V1 cytotox: inconclusive; DRD3 agonist: 15; HT1080-NT tox: 26%; KB-3-1 tox: -1%; HT1080 IDH1KD tx: 15%; D3 antag: 15

How did Cc1cccnc1NC(=O)C1COc2ccccc2O1 (stereo not given) do in these assays?
IL1B secr inh: 3; GLP1R ag: 1%; SW480 rereplic: -8%; KB-V1 cytotox: 6%; DRD3 agonist: 2; HT1080-NT tox: 3%; KB-3-1 tox: 24%; HT1080 IDH1KD tx: 4%; D3 antag: 1

What do the screens show for `CCOC(=O)CC12CN3CN(C1)CC(CC(=O)OCC)(C3)C2=O`?
IL1B secr inh: 7; GLP1R ag: -2%; SW480 rereplic: -3%; KB-V1 cytotox: -1%; DRD3 agonist: -5; HT1080-NT tox: 8%; KB-3-1 tox: 5%; HT1080 IDH1KD tx: 19%; D3 antag: 5

What do the screens show for `COCCCNC(=O)c1ccccc1N(Cc1ccccc1)S(=O)(=O)c1ccc(OC)cc1`?
IL1B secr inh: 53; GLP1R ag: 2%; SW480 rereplic: inconclusive; KB-V1 cytotox: inconclusive; DRD3 agonist: -9; HT1080-NT tox: inconclusive; KB-3-1 tox: inconclusive; HT1080 IDH1KD tx: -3%; D3 antag: 9

What do the screens show for `COc1ccc(OC)c(N(CC(=O)N2CCCC2)S(=O)(=O)c2ccccc2)c1`?
IL1B secr inh: 2; GLP1R ag: 9%; SW480 rereplic: -3%; KB-V1 cytotox: -31%; DRD3 agonist: 4; HT1080-NT tox: 16%; KB-3-1 tox: -1%; HT1080 IDH1KD tx: 7%; D3 antag: 3

Results for Cc1nc(C(F)(F)F)ccc1C(=O)N1CCC1(C)C(=O)NS(C)(=O)=O (stereo not given) ?
IL1B secr inh: -2; GLP1R ag: -1%; KB-V1 cytotox: 3%; DRD3 agonist: 9; HT1080-NT tox: 27%; KB-3-1 tox: 0%; HT1080 IDH1KD tx: 26%; D3 antag: -13

What do the screens show for `CC(C)Sc1nc2sccc2c(=O)n1-c1ccccc1`?
IL1B secr inh: 26; GLP1R ag: 16%; SW480 rereplic: 10%; KB-V1 cytotox: 0%; DRD3 agonist: 12; HT1080-NT tox: 0%; KB-3-1 tox: -3%; HT1080 IDH1KD tx: -11%; D3 antag: 9

Results for CCn1ccc(C(=O)Oc2ccc(C(C)C)cc2)n1 ?
IL1B secr inh: -6; GLP1R ag: 3%; SW480 rereplic: 1%; KB-V1 cytotox: -3%; DRD3 agonist: -8; HT1080-NT tox: -3%; KB-3-1 tox: 1%; HT1080 IDH1KD tx: -7%[9.24 µM]; D3 antag: -22

How did Cc1c(NC(=S)NC(=O)c2ccc(Br)o2)c(=O)n(-c2ccccc2)n1C do in these assays?
IL1B secr inh: 23; GLP1R ag: -3%; SW480 rereplic: -4%; KB-V1 cytotox: -1%; DRD3 agonist: 2; HT1080-NT tox: 4%; KB-3-1 tox: -12%; HT1080 IDH1KD tx: 1%; D3 antag: 6

What do the screens show for `COc1ccccc1NC(=O)Cn1nnc(-c2ccccc2NC(=O)c2ccco2)n1`?
IL1B secr inh: 12; GLP1R ag: -1%; SW480 rereplic: 30%; KB-V1 cytotox: inconclusive; DRD3 agonist: 3; HT1080-NT tox: 10%; KB-3-1 tox: 0%; HT1080 IDH1KD tx: 12%; D3 antag: 12

How did NC(=O)Cc1nc(-c2ccc(Br)cc2)cs1 do in these assays?
IL1B secr inh: -4; GLP1R ag: 4%; SW480 rereplic: -6%; KB-V1 cytotox: -13%; DRD3 agonist: 3; HT1080-NT tox: 29%; KB-3-1 tox: -11%; HT1080 IDH1KD tx: 8%; D3 antag: 12

How did CN1CCN(CC(=O)Nc2c(C(=O)c3ccccc3)oc3ccccc23)CC1 do in these assays?
IL1B secr inh: -71*; GLP1R ag: 26%; SW480 rereplic: inconclusive; KB-V1 cytotox: -10%; DRD3 agonist: -7; HT1080-NT tox: 23µM*; KB-3-1 tox: 17%; HT1080 IDH1KD tx: 21µM*; D3 antag: 6

How did CN(C)C1(CNCC(O)c2ccccc2)CCCCC1 (stereo not given) do in these assays?
IL1B secr inh: 9; GLP1R ag: 0%; SW480 rereplic: -3%; KB-V1 cytotox: -8%; DRD3 agonist: 2; HT1080-NT tox: 9%; KB-3-1 tox: -1%; HT1080 IDH1KD tx: 0%; D3 antag: -5

Results for O=c1c2ccccc2[nH]c2ccc(O)cc12 ?
IL1B secr inh: -71*; GLP1R ag: 15%; SW480 rereplic: 23µM*; KB-V1 cytotox: 6%; DRD3 agonist: -18; HT1080-NT tox: 3%; KB-3-1 tox: -4%; HT1080 IDH1KD tx: -2%; D3 antag: -5

What do the screens show for `S=c1[nH]nc(-c2ccco2)n1/N=C/c1ccc(Cl)cc1Cl`?
IL1B secr inh: 0; GLP1R ag: 8%; SW480 rereplic: inconclusive; KB-V1 cytotox: -6%; DRD3 agonist: 1; HT1080-NT tox: -7%; KB-3-1 tox: -1%; HT1080 IDH1KD tx: -7%; D3 antag: -54*

How did CCCNC(=S)N1CCC(NC(=O)c2ccc(OC)cc2)CC1 do in these assays?
IL1B secr inh: 16; GLP1R ag: 0%; SW480 rereplic: 3%; KB-V1 cytotox: 1%; DRD3 agonist: -3; HT1080-NT tox: 0%; KB-3-1 tox: 3%; HT1080 IDH1KD tx: 9%; D3 antag: 15

Results for COCCCN(C(=S)NC(=O)c1ccc(C(C)(C)C)cc1)c1c(N)n(Cc2ccccc2)c(=O)[nH]c1=O ?
IL1B secr inh: 26; GLP1R ag: 7%; SW480 rereplic: 13%; KB-V1 cytotox: 0%; DRD3 agonist: -5; HT1080-NT tox: -2%; KB-3-1 tox: 17%; HT1080 IDH1KD tx: -6%; D3 antag: 13

What do the screens show for `CCOC(=O)c1c(NC(=O)OC)sc(C(=O)N(CC)CC)c1C`?
IL1B secr inh: -15; GLP1R ag: 8%; SW480 rereplic: 2%; KB-V1 cytotox: -7%; DRD3 agonist: 2; HT1080-NT tox: 13%; KB-3-1 tox: 0%; HT1080 IDH1KD tx: 13%; D3 antag: 6

Results for NS(=O)(=O)c1ccc(CCNC(=O)CC(NC(=O)c2ccccc2Cl)c2ccccc2)cc1 (stereo not given) ?
IL1B secr inh: 2; GLP1R ag: 4%; SW480 rereplic: 23%; KB-V1 cytotox: -13%; DRD3 agonist: -2; HT1080-NT tox: -10%; KB-3-1 tox: 2%; HT1080 IDH1KD tx: -6%; D3 antag: 7

What do the screens show for `COc1ccc(/C=C2\SC(=O)N(CC(=O)Nc3cccnc3)C2=O)cc1OC`?
IL1B secr inh: -14; GLP1R ag: 4%; SW480 rereplic: inconclusive; KB-V1 cytotox: 5%; DRD3 agonist: -2; HT1080-NT tox: -11%; KB-3-1 tox: -6%; HT1080 IDH1KD tx: -9%; D3 antag: -4

Among those listed so far, 3 have a Cl atom.
What do the screens show for `O=C(c1ccc2c(c1)[nH]c(=S)n1c3ccccc3nc21)N1CCN(c2cccc(Cl)c2)CC1`?
IL1B secr inh: 12; GLP1R ag: -2%; SW480 rereplic: inconclusive; KB-V1 cytotox: inconclusive; DRD3 agonist: 0; HT1080-NT tox: 0%; KB-3-1 tox: inconclusive; HT1080 IDH1KD tx: -15%; D3 antag: 8

What do the screens show for `S=c1[nH]nc(-c2ccco2)n1/N=C/c1ccc(Cl)cc1Cl`?
IL1B secr inh: 0; GLP1R ag: 8%; SW480 rereplic: inconclusive; KB-V1 cytotox: -6%; DRD3 agonist: 1; HT1080-NT tox: -7%; KB-3-1 tox: -1%; HT1080 IDH1KD tx: -7%; D3 antag: -54*

Results for NS(=O)(=O)c1ccc(CCNC(=O)CC(NC(=O)c2ccccc2Cl)c2ccccc2)cc1 (stereo not given) ?
IL1B secr inh: 2; GLP1R ag: 4%; SW480 rereplic: 23%; KB-V1 cytotox: -13%; DRD3 agonist: -2; HT1080-NT tox: -10%; KB-3-1 tox: 2%; HT1080 IDH1KD tx: -6%; D3 antag: 7
